# RGS4 inhibitor – inhibitors of human regulator of G protein signaling 4; Transcreener GDP fluorescence polarization, RGS4-accelerated GTP hydrolysis; 390,000 compounds, 0.039% hits; Potency, µM (top dose mostly 114 µM), without a hit: at the highest dose activity change, negative = inhibition, actives largely listed as inhibitors; further: potency means the concentration at half of the fitted maximal effect; on the % scale 0 is the no-effect control and ±100 the full control effect; nearly all actives have a fitted effect of over 75% in size; some results filed as inactive show a strong effect at the top dose
# Target sequence (P49798 whole entry, looked up): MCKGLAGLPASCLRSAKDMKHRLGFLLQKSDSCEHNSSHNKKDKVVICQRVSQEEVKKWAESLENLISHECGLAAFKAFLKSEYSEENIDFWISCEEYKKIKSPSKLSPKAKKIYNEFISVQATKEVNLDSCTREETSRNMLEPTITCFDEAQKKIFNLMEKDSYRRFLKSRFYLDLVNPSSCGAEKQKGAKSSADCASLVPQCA
#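 MLSMR compounds (23 nl, pin-transferred) preincubated 10 min at room temperature with a 500nM (2x) first reagent, then RGS4 at 900nM (2x) plus Transcreener GDP mix added; fluorescence polarization (620/688 nm) read before and after 90 min at 30 °C.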
# Vif-A3F inh – Vif-A3F binding inhibition; 390,000 compounds, 0.2% hits; HeLa A3F-eYFP + Vif (tagged APOBEC3F with the HIV-1 protein that degrades it), YFP fluorescence increase; Potency, µM (doses to about 46.1 µM), for the others: top-dose activity, negative = active; AID 602313; further: potency means the concentration at half of the fitted maximal effect; % of control where 0% means no effect; nearly all actives have a fitted effect of over 65% in size
#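 Fluorescence increase (Ex 488/Em 500-530) after overnight compound treatment at 37 deg C flags inhibition of Vif-driven A3F-eYFP loss in stable HeLa A3F-eYFP/Vif cells seeded overnight beforehand.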
# TrxR1 substrate – rat thioredoxin reductase 1 substrate activity; Potency, µM (highest dose often 114 µM), for inactives: at the top dose activity change, negative = substrate turnover; O89049; 390,000 compounds, 0.01% hits; purified TrxR1 substrate turnover, NADPH consumption readout; further: potency means the concentration at half of the fitted maximal effect; on the % scale 0 is the no-effect control and ±100 the full control effect; nearly all actives have a fitted effect of over 50% in size
#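 Rat TrxR1, dispensed at 90 nM, was prereduced with 400 uM NADPH (final) for 5 min at ~22 deg C, then incubated with compound 15 min before 400 uM selenite. A first-read NADPH fluorescence drop versus no-compound background flagged substrates.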
# USP1 inh – inhibitors of human USP1/UAF1 deubiquitinase | recombinant USP1/UAF1, Ub-Rhodamine cleavage fluorescence | Potency, µM (titrated, usually from 57.1 µM), inactives show top-dose activity change, negative = inhibition, usual class: inhibitors | 390,000 compounds, 0.23% hits | AID 743255; further: potency means the concentration at half of the fitted maximal effect; on the % scale 0 is the no-effect control and ±100 the full control effect; nearly all actives have a fitted effect of over 60% in size; inactives centre near -12
#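 High-throughput fluorogenic screen: 1nM USP1/UAF1 complex, Ub-Rho substrate 150nM final, 50mM HEPES pH 7.8 with 0.5mM EDTA, 0.1 mg/ml BSA, 1mM TCEP and 0.01% Tween-20.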
# Glioma ERSR ind – inducers of ER stress response in human glioma cells; U87-MG GRP78 promoter luciferase reporter, 16 h; Potency, µM, inactives show top-dose activation, most hits filed as activators; 420,000 compounds, 0.02% hits; further: potency means the concentration at half of the fitted maximal effect; series mostly up to about 76 µM; % of control where 0% means no effect; nearly all actives have a fitted effect of over 35% in size
#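 ERSR induction read as luciferase luminescence (Bright-Glo, 10 min at room temperature) in stably transfected human U87-MG glioma cells exposed to compounds for 16 h, using GRP78 as sensor.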
# mIDH1 inhibitor – human IDH1 R132H inhibition; O75874; IDH1-R132H enzyme, NADPH consumption, diaphorase/resazurin fluorescence; Potency, µM (top dose mostly 76.6 µM), without a hit: at the highest dose activity change, negative = inhibition, hits mostly inhibitors; 390,000 compounds, 0.093% hits; AID 602179; further: potency means the concentration at half of the fitted maximal effect; on the % scale 0 is the no-effect control and ±100 the full control effect; nearly all actives have a fitted effect of over 65% in size
# Target sequence (O75874 whole entry R132H, stated change not applied): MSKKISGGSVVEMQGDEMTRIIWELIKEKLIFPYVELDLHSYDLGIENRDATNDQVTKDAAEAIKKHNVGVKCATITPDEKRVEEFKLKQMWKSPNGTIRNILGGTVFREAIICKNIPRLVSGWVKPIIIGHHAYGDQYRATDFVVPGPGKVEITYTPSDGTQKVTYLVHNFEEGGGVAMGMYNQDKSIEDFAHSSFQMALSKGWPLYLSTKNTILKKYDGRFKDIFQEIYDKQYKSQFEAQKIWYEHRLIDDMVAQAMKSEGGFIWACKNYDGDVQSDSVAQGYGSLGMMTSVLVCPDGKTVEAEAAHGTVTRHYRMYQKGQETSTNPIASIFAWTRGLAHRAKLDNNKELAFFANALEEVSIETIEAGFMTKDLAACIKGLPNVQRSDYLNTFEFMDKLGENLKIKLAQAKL
#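 IDH1-R132H (0.5 ug/mL) preincubated 30 min with compound, then NADPH (0.016 mM) and alpha-KG (2 mM) added; 80 min at RT, pH 7.5. Remaining NADPH coupled via diaphorase/resazurin to fluorescence (540/590 nm); concentration-response curves normalized to no-enzyme control.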
# Vif-APOBEC3G blk – inhibitors of Vif-APOBEC3G interaction; Potency, µM (titrated, usually from 46.1 µM), without a hit: at the highest dose activity, negative = active, most hits filed as inhibitors; HeLa A3G-eYFP + Vif (tagged APOBEC3G with the HIV-1 protein that degrades it), YFP fluorescence, overnight; 410,000 compounds, 0.076% hits; Q9HC16;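 further: potency means the concentration at half of the fitted maximal effect; on the % scale 0 is the no-effect control and ±100 the full control effect; nearly all actives have a fitted effect of over 60% in size; hits raise eYFP signal because A3G escapes Vif-driven loss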
# Target sequence (Q9HC16 whole entry, looked up): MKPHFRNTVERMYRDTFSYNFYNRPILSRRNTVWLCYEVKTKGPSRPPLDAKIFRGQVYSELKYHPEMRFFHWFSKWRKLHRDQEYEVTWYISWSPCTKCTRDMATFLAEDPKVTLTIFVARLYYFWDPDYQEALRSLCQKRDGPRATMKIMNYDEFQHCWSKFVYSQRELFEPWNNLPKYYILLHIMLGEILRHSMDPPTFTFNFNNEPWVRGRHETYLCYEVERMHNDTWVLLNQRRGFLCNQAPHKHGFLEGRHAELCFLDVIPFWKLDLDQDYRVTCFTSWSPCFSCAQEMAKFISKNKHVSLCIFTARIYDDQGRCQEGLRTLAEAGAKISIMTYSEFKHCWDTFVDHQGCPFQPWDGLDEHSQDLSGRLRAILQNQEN
#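 Read-out is eYFP fluorescence (Ex 488/Em 500-530) from Vif-expressing HeLa A3G-eYFP cells; more signal means A3G escaped Vif-mediated degradation. Cells plated overnight, compound pinned in, incubated overnight at 37 deg C.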
# TrxR1 inh – blocks rat thioredoxin reductase 1. O89049. recombinant rTrxR1, NADPH fluorescence consumption, selenite substrate. Potency, µM (highest dose often 114 µM), for inactives: at the top dose activity change, negative = inhibition, most hits filed as inhibitors. 390,000 compounds, 1% hits. AID 588453; further: potency means the concentration at half of the fitted maximal effect; on the % scale 0 is the no-effect control and ±100 the full control effect; nearly all actives have a fitted effect of over 65% in size
#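 Rat TrxR1 (90 nM in the dispensed reagent) was pre-reduced with 400 uM NADPH for 5 min at room temperature, then incubated with compound for 15 min. After 400 uM selenite was added, NADPH fluorescence (Ex 340/Em 450 nm) was followed for 8 min.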
# LDHA block – blocks human lactate dehydrogenase A | purified LDHA, NADH/diaphorase-resazurin fluorescence; active compounds read low | activity change, % (values are at about 110 or 230 µM) | 480,000 compounds, 0.15% hits | AID 1347041; in the data active means activity change below about -30%; inconclusive means mostly about -25% to -30%;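 further: plate controls were DMSO wells for no effect and wells without enzyme for full effect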
#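 Enzyme activity of human lactate dehydrogenase 5 (2 nM; 0.06 mM NADH, 0.2 mM pyruvate, 5 min, RT) is measured via a resazurin/diaphorase fluorescence readout of residual NADH.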
# Numbers without * were called inactive; ? = inconclusive; · = not tested or not shown; & = joins results of further samples; [ ] = remark or other dose. Unless noted, the call rests on the fitted dose curve; in most records, active means well fitted curve in the direction sought with a large enough effect; inconclusive means small, poorly fitted or top-dose-only effect, or another doubt; inactive means no such curve, though single readings can be large; an effect the other way counts as inactive or inconclusive. Only part of the results is shown. The share of hits here may be higher or lower than overall.
SMILES,RGS4 inhibitor,Vif-A3F inh,TrxR1 substrate,USP1 inh,Glioma ERSR ind,mIDH1 inhibitor,Vif-APOBEC3G blk,TrxR1 inh,LDHA block
CC(C)C(=O)Nc1cccc(C(=O)Nc2nccs2)c1,25%,-10%,6%,-6%,4%,11%,-3%,14%,-3
O=C(O)c1cc(N/N=C/c2ccc(N3CCOCC3)s2)ccc1Cl,?,7%,-12%,-25%,3%,2%,1%,-33%,1
O=C(CC1CC1)Nc1ccc2c(c1)[C@@H]1C[C@H](CC(=O)NC3CCCC3)O[C@@H](CO)[C@@H]1O2,·,-10%,·,-3%,-7%,6%,0%,·,-2
CCOc1ccccc1CNC(=O)C1CCN(C(=O)N2CCOc3ccc(Cl)cc32)CC1,21%,-2%,-7%,-3%,-3%,-23%,-2%,0%,-2
O=S(=O)(/N=C(/Nc1cccc2ccccc12)c1ccccc1)c1ccc(Br)cc1,-11%,-14%,5%,-17%,-7%,-5%,-4%,21%,-1
COc1ccccc1C(=O)N1CCc2ccccc21,-2%,2%,9%,-14%,-4%,5%,3%,8%,-3
O=C(c1ccccc1)c1ccc(NCCCn2ccnc2)c([N+](=O)[O-])c1,9%,10%,-26%,-11%,4%,-12%,2%,-30%,-7
O=C(c1cnc2c(c1)COc1ccc(Cl)cc1-2)c1ccccc1O,26%&19%,-3%&2%,-6%&-7%,-6%&2%,-1%&-6%,-3%&2%,2%&1%,0%,-3&-3
Cc1occc1C(=O)Nc1cccc(C(F)(F)F)c1,-2%,0%,4%,-14%,3%,6%,0%,10%,-1
Cn1c(=O)cc(SCC(=O)Nc2ccc3c(c2)OCO3)c2ccccc21,-2%,-1%,0%,-9%,0%,9%,-8%,8%,-13
CC(C)(C)c1nc(-c2ccccc2)nc2c1OCCC2,-9%,1%,9%,-27%,-5%,15%,2%,17%,6
COc1ccc(-c2cc(C(=O)NCC3CCCO3)c3cc(C(C)C)ccc3n2)cc1 (stereo unspecified),-19%[56.9 µM],0%,73%[activator][57.1 µM],-27%,1%,9%,-7%,78%[activator][57.1 µM],-1
CC(C)(C)OC(=O)NCCCCCc1nnc(SCc2ccccc2F)o1,-3%,3%,-1%[57.1 µM],-1%,0%,0%,-1%,8%[57.1 µM],-2
O=C(Nc1ccccc1)N(C1=NCCC1)c1ccc(OC(F)F)cc1,16%,·,-13%,-6%,-3%,17%,-7%,-2%,-6
COc1ccc(-n2c(SCC(=O)N3CCN(c4ccccc4)CC3)nc3c(c2=O)SCC3)cc1,5%,-26%,-3%[57.1 µM],4%,0%,4%,2%,38%[activator][57.1 µM],-3
Cc1cccc(NC(=O)C2CCCN(C(=O)Nc3ccc(F)cc3)C2)c1 (stereo unspecified),-20%,-1%,6%,-14%,-3%,5%,-5%,37%[activator],-1
COc1ccc(C(C#N)=Cc2cccc(OC)c2OC)cc1,·,-4%,·,-24%,2%,6%,-19%,·,0
CCC(OC(=O)CN1C(=O)C(=O)c2ccccc21)C(=O)Nc1ccc(S(N)(=O)=O)cc1 (stereo unspecified),-26%,24%,-3%[57.1 µM],-21%,-2%,5%,1%,3%[57.1 µM],21
Cc1ccc(NC(=O)CCn2nc(C)c3c(C)n(-c4ccccc4)nc3c2=O)cc1Cl,-1%,4%,1%,-9%,-4%,15%,-5%,17%,0
CCOc1ccc(Cn2c(CNS(=O)(=O)c3ccc(Cl)s3)nc3cccnc32)cc1,13%,-6%,0%[57.1 µM],-8%,-2%,-11%,1%,19%[57.1 µM],-6
N/C(=N\N=C\c1ccco1)SC1CC(=O)N(c2ccccc2)C1=O (stereo unspecified),10%,-6%,4%[57.1 µM],7%,-3%,5%,1%,7%[57.1 µM],-3
O=C(CCSc1ccc(Cl)cc1)NC12CC3CC(CC(C3)C1)C2,-25%,0%,-3%,-28%,7%,3%,2%,3%,3
COc1ccc(Br)cc1CNC(=O)CCCn1c(=O)c2cccn2c2ccccc21,22%,-1%,-1%,-31%,-6%,-13%,1%,22%,-10
O=C(Cc1ccc2c(c1)OCCO2)Nc1cc(C(F)(F)F)ccc1N1CCOCC1,-2%,9%,-9%,-21%,3%,4%,-7%,-6%,3
CCOC(=O)C1=C(N)N(c2ccccc2Oc2ccccc2)C(=O)C1,-26%,-15%,-6%[57.1 µM],-9%,-5%,4%,-5%,-1%[57.1 µM],2

# Some of the entries so far, bar-delimited:
compound | RGS4 inhibitor | Vif-A3F inh | TrxR1 substrate | USP1 inh | Glioma ERSR ind | mIDH1 inhibitor | Vif-APOBEC3G blk | TrxR1 inh | LDHA block
O=C(CCSc1ccc(Cl)cc1)NC12CC3CC(CC(C3)C1)C2 | -25% | 0% | -3% | -28% | 7% | 3% | 2% | 3% | 3
COc1ccc(Br)cc1CNC(=O)CCCn1c(=O)c2cccn2c2ccccc21 | 22% | -1% | -1% | -31% | -6% | -13% | 1% | 22% | -10

# Pulled by structure from the list above (two):
SMILES,RGS4 inhibitor,Vif-A3F inh,TrxR1 substrate,USP1 inh,Glioma ERSR ind,mIDH1 inhibitor,Vif-APOBEC3G blk,TrxR1 inh,LDHA block
COc1ccccc1C(=O)N1CCc2ccccc21,-2%,2%,9%,-14%,-4%,5%,3%,8%,-3
CC(C)(C)c1nc(-c2ccccc2)nc2c1OCCC2,-9%,1%,9%,-27%,-5%,15%,2%,17%,6

# Next part:
SMILES,RGS4 inhibitor,Vif-A3F inh,TrxR1 substrate,USP1 inh,Glioma ERSR ind,mIDH1 inhibitor,Vif-APOBEC3G blk,TrxR1 inh,LDHA block
CN(C(=O)CC1C(=O)NCCN1C/C=C/c1ccccc1)C1CCOCC1 (stereo unspecified),17%,8%,-8%,3%,-5%,15%,3%,-9%[57.1 µM],-1
Cc1cc(C)cc(N(CC(=O)N2CCC(C)CC2)S(=O)(=O)c2ccccc2)c1,-12%,-4%,5%,-7%,3%,2%,2%,15%,-4
N#Cc1cc(N2CCCCC2)c([N+](=O)[O-])cc1C#N,25%[11.4 µM],-16%,3%,-9%,-1%,0%,-7%,19%,-4
COc1ccccc1-c1ccc(SCC(=O)NCc2ccc3c(c2)OCO3)nn1,14%,1%,4%[57.1 µM],7%,0%,-2%,1%,19%[57.1 µM],-5
CCOc1ccc(/C=C/C(=O)C(C(N)=O)=C2SCCS2)cc1,-41%,-15%,-10%,-13%,0%,7%,-2%,-8%,-4
O=C(CC(c1ccccc1)c1ccccc1)OCn1nnc2ccccc2c1=O,-16%,3%,7%[57.1 µM],-4%,-4%,3%,1%,-20%[57.1 µM],-1
O=C(COC(=O)c1cc(S(=O)(=O)N2CCOCC2)ccc1O)Nc1cc(S(=O)(=O)N2CCCC2)ccc1Cl,-3%,11%,19%,-12%,-5%,10%,0%,34%,-7
CC(C)Cc1ccc(S(=O)(=O)N2CCN(Cc3noc(CCC(=O)N4CCCCC4)n3)CC2)cc1,-4%,3%,1%,0%,-3%,11%,3%,22%,3
COc1cc(C2=NOC(C(=O)NC3CCCCC3)C2)cc(OC)c1OC (stereo unspecified),17%,-1%,3%,-7%,-3%,2%,1%,17%,1
COc1ccccc1CNC(=O)Cn1ccsc1=N,6%,1%,3%,-20%,-7%,9%,-2%,17%,-1
Cc1cccc(NC(=O)CSc2ccc(-c3cccs3)nn2)c1C,-8%,-8%,-5%,-15%,7%,7%,-7%,0%,-2
COc1ccccc1/C=C/C=N/NC(=O)CN1CCN(Cc2ccccc2)CC1,-11%,9%,14%[57.1 µM],-5%,-2%,-1%,5%,6%[57.1 µM],4
C=CCNc1nc2ccccc2c(=O)[nH]1,4%,3%,8%,-17%,-3%,-12%,-1%,-19%,-7
Cc1ccc(C(=O)NCCCN2CCOCC2)cc1S(=O)(=O)N1CCOCC1,27%,-12%,7%,-15%,-7%,2%,-4%,17%,-2

# An excerpt from above in order of number of heavy atoms, smallest number first.
SMILES,RGS4 inhibitor,Vif-A3F inh,TrxR1 substrate,USP1 inh,Glioma ERSR ind,mIDH1 inhibitor,Vif-APOBEC3G blk,TrxR1 inh,LDHA block
N#Cc1cc(N2CCCCC2)c([N+](=O)[O-])cc1C#N,25%[11.4 µM],-16%,3%,-9%,-1%,0%,-7%,19%,-4
CN(C(=O)CC1C(=O)NCCN1C/C=C/c1ccccc1)C1CCOCC1 (stereo unspecified),17%,8%,-8%,3%,-5%,15%,3%,-9%[57.1 µM],-1
Cc1ccc(C(=O)NCCCN2CCOCC2)cc1S(=O)(=O)N1CCOCC1,27%,-12%,7%,-15%,-7%,2%,-4%,17%,-2

# Screening data: PubChem BioAssay, National Center for Advancing Translational Sciences (NCATS)
